HSF-1 act = HSF-1 activators, primary screen, NIH3T3-HGL cells, MG132 stress, luminescence, single point. NIH3T3-HGL HSF-1 luciferase reporter, 8 h; 100% = twice DMSO control signal. activation, % at 9 µM. 300,000 tested, 1.7% active;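 active = mean replicate activation of at least 50% with a set share of replicates each reaching 50%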;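 also: 0% = median of the neutral control wells and 100% = twice that signal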
HSF1 inhib = HSF1 inhibitors in luciferase reporter cells, primary screen, cell-based, NIH3T3, luminescence | NIH3T3-HGL HSE-luciferase, MG132-induced, luminescence 8 h; active compounds read low | activity change, negative = inhibition, % at 7.5 µM (by protocol) | 300,000 tested, 0.77% active | AID 2098, 2009;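 active = more than half of replicate wells show activity change below -50%, luminescence cut by over half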;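 also: luciferase reports HSF-1 transcriptional activity via heat shock element; 0% = median of DMSO wells and -100% = zero luminescence signal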
aSyn 5UTR inh = MLPCN primary screen, SNCA 5' untranslated region; AID 1813, 2009; alpha-synuclein 5'UTR reporter, inhibitor activity; 300,000 tested, 0.82% active; inhibition, % (tested at 7.5 µM); in the data active = inhibition above about 60%;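 also: H4 neuroglioblastoma cells stably carrying SNCA 5'UTR luciferase fusion; 0% = DMSO wells and 100% = positive control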
PolyA inhibitor = polyadenylation inhibitors in yeast reporter cells, primary screen, luminescence, S. cerevisiae. S. cerevisiae SKY197-pL101 polyadenylation reporter, beta-gal luminescence; efflux-impaired pdr1/pdr3 knockout yeast; score 100 = 6 SD above DMSO. calls only at 12 µM. 300,000 tested, 0.02% active. AID 1875, 2009;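 active = lowest replicate activity score at least 50, where 100 means six control SD above control mean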;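 also: yeast exposed to compound for 9 h at 30 °C; higher score means more reporter readthrough which indicates perturbed polyadenylation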
GSK3beta inhib = human GSK3beta kinase inhibitors, primary screen, biochemical, cell-free homogeneous, HTS; GST-GSK3beta kinase, ADP-Glo luminescence, 60 min; active compounds read low; activity score (negative = inhibition), % at 10 µM; 300,000 tested, 0.038% active;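 active = more than half of replicate wells score below -50%, meaning over 50% inhibition versus plate controls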;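 also: 0% = median DMSO wells and -100% = median GW8510 positive control wells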
Target sequence (P49841 whole entry, looked up): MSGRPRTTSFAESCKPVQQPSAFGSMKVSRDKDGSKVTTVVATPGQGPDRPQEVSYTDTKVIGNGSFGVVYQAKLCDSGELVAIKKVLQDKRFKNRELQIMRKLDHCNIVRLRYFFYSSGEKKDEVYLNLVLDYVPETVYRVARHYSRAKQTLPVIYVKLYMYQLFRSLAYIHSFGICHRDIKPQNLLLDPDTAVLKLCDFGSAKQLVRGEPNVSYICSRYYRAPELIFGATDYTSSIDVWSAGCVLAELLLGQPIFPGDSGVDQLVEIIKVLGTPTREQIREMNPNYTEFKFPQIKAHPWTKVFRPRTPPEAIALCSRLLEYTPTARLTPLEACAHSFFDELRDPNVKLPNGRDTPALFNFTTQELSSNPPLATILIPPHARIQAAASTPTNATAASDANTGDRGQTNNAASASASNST
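Assay system: GST-fused GSK3beta enzyme, cell-free / Medium: Tris pH 7.5 buffer with MgCl2, DTT, BSA, heparin / Also added: peptide substrate plus 25 µM ATP (final) / Compound: 10 µM single point / Timing: kinase reaction with compound 60 min at room temperature / Detection: ADP-Glo luminescence / Benchmarks: DMSO neutral wells and GW8510 at 20 µM as positive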
AI-2 QS mod = Vibrio harveyi AI-2 quorum sensing modulators, primary screen, JMH597 strain, luminescence/OD600 ratio; Vibrio harveyi JMH597 AI-2 luminescence/OD600 ratio, 9 h; active compounds read low; strain lacks LuxN and CqsS sensors; 0 = neutral-control median; activity change, % at 7.5 µM; 300,000 tested, 0.4% active; in the data active = activity change below about -75%, passing the limit was not always enough;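 also: luminescence divided by OD600 gain over 9 h not by final OD600 alone; inactives centre near 13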
KLF5 inh = KLF5 expression inhibitors, primary screen, DLD-1 cells, luminescence; DLD-1 KLF5 promoter-luciferase reporter; inhibition, % at 5 µM; 290,000 tested, 0.23% active; AID 1700, 2009;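 active = inhibition above a per-plate limit of that plate's mean compound inhibition plus 3 SD, cut at about 60% in these data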;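 also: 0% = DMSO wells and 100% = LY294002 at 200 µM; higher means less KLF5 promoter-driven luciferase light; inactives centre near -14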
IEC-6 tox = cytotoxicity in IEC-6 intestinal epithelial cells, primary screen, cytotoxicity control for KLF5 inhibitor project, cell-based, luminescence; 290,000 tested, 0.78% active; inhibition, % at 5 µM; IEC-6 cytotoxicity, luminescence viability; in the data active = inhibition above about 22%;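 also: 0% = plate median of test compound wells and 100% = cytotoxic reference compound wells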
HSP90 refold inh = HSP90 inhibitors, primary screen, cell lysate, luminescence; Heat shock protein HSP 90 (rabbit reticulocyte lysate; luciferase refolding); inhibition, % at 5.6 µM; Rabbit reticulocyte lysate, luciferase refolding luminescence, 3 h; 290,000 tested, 0.91% active;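 active = inhibition above the screen-wide mean plus 3 SD, computed separately per campaign, cut at about 16% in these data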;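 also: 0% = DMSO wells and 100% = 60 µM geldanamycin wells; inhibitors lower the luminescence because luciferase stays unfolded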
GSK3 alpha inh = blockers of GSK3A enzyme activity – biochemical, luminescence, cell-free homogeneous, HTS, primary screen. Glycogen synthase kinase-3 alpha (Homo sapiens), P49840. GSK-3 alpha kinase, ADP-Glo luminescence, 60 min. inhibition, % at 10 µM. 320,000 tested, 0.1% active. AID 2650, 2010;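 in the data active = inhibition above about 50%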;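 also: GST-tagged GSK-3 alpha with peptide substrate and 25 µM ATP; 0% = DMSO neutral wells and 100% = GW8510 positive control wells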
Target sequence (P49840 whole entry, looked up): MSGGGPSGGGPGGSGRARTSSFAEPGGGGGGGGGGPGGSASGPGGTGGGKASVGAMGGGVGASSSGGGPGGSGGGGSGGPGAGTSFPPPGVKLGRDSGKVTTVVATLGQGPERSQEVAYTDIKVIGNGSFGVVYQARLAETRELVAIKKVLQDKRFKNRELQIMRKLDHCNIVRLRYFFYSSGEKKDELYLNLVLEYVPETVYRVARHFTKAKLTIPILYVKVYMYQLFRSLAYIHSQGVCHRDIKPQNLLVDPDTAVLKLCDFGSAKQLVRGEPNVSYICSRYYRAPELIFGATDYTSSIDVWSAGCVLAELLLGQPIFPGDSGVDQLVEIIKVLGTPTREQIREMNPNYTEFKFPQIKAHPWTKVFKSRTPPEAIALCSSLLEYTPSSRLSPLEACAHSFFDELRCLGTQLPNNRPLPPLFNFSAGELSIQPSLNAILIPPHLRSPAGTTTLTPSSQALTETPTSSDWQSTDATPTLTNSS
* marks the source's active call; other numbers are inactive results; i = inactive; / = no result given. Only part of the results is shown (hit frequency here may not be typical).

SMILES	HSF-1 act	HSF1 inhib	aSyn 5UTR inh	PolyA inhibitor	GSK3beta inhib	AI-2 QS mod	KLF5 inh	IEC-6 tox	HSP90 refold inh	GSK3 alpha inh
Cc1ccccc1NC(=O)C(=O)NCCc1ccccc1	7	3	-16	i	-2	24	-2	2	3	-2
O=C(Nc1cccc(Cl)c1)C1COc2ccccc2O1 (stereo unspecified)	1	0	-48	i	1	14	7	-1	-2	-1
Cc1ccc(Nc2cc(C)c3c(O)cccc3n2)cc1C	-57	-56*	-118	i	-3	-16	-91	4	-2	-1
N/C(=N\OC(=O)Nc1ccccc1)c1cccc(C(F)(F)F)c1	-7	-5	-12	i	1	20	-35	1	0	3
O=C(NCCc1c[nH]c2ccccc12)Nc1cccc2ccccc12	17	13	3	i	2	4	0	1	3	0
Cc1cc(Cn2nnc3ccccc32)c(O)c(C(C)(C)C)c1	-3	5	2	i	-2	26	/	/	/	-2
Cc1ccc(-c2csc3nc4c5ccccc5c(NCCCN(C)C)nn4c(=O)c23)cc1	20	16	116*	i	-2	14	1	5	7	18
COCCN(CCOC)S(=O)(=O)c1ccc(C(=O)Nc2nc(C)c(C(C)=O)s2)cc1	1	-3	-39	i	-7	15	-64	-1	2	1
O=C(CC1C(=O)NCCN1CC1CCCCC1)NCc1ccc(F)cc1 (stereo unspecified)	11	2	-16	i	-2	20	-21	12	6	0
CCC(=O)NC(c1cccc([N+](=O)[O-])c1)c1c(OC(C)=O)ccc2ccccc12 (stereo unspecified)	7	-3	1	i	1	-1	-2	2	0	-1
COCCCNC(=O)c1ccc2c3c(onc13)-c1ccccc1C2=O	139*	100	-22	i	-2	57	-112	-5	4	2
C=CCNc1nc(N)c([N+](=O)[O-])c(Nc2cccc(Cl)c2)n1	-23	-11	58	i	-3	12	-1	-7	2	1
CCOC(=O)c1ccc(N2C(=O)CC(N3CCC(C(=O)OCC)CC3)C2=O)cc1 (stereo unspecified)	10	3	-10	i	0	3	-27	4	-3	0
Cc1ccc(NC(=O)C2C3C=CC4(O3)C2C(=O)N(CCCN2CCCCC2)C4C(=O)NC2CCCCC2)cc1C (stereo unspecified)	7	-2	8	i	-3	29	-19	2	4	-2
CCOC(=O)C(C(=O)Nc1nc2ccccc2s1)C1CCCCC1 (stereo unspecified)	-1	3	-1	i	1	10	2	1	-1	0
c1ccc(C2[C@H]3CN(CC4CCCCC4)[C@H](c4ccccc4)C34CC2(c2ccccc2)C4)cc1 (stereo partly specified)	21	-2	-5	i	0	113	/	/	/	-2
Cc1cc(C)c(S(=O)(=O)N2CCN(C(=O)N3CCCCC3)CC2)c(C)c1	-1	2	4	i	-7	5	1	-5	-4	0
COc1ccc(NC(=O)CN(C)C(=O)CNC(=O)C2CCCCC2)cc1	13	0	-18	i	-1	35	-32	-5	1	-1
O=C1C2C3C=CC(C3)C2C(=O)N1CC1CCCO1 (stereo unspecified)	/	/	0	/	0	37	-6	2	-2	-2
O=C(Cc1coc(-c2ccc(F)cc2)n1)Nc1ccccc1	/	/	/	/	/	/	-5	3	8	-2
O=C(NCCc1ccccc1)Nc1ccc2c(c1)OCO2	62*	26	-80	i	3	12	-165	-5	1	5
COc1ccc(C(=O)N/C(=C\c2ccccc2)C(=O)NC(CC(C)C)C(=O)O)cc1 (stereo unspecified)	-3	0	-11	i	3	13	-29	-3	3	-1
Cc1nn(C)c(C(=O)NCc2ccc(Cl)cc2)c1Cl	5	-8	4	i	-1	6	-19	0	0	-1
CSCC[C@H](NS(=O)(=O)c1ccc(C)cc1)C(=O)N1CCC(C(=O)N[C@@H](C)C(=O)O)CC1	6	4	9	i	-3	25	-18	-8	-8	-2
O=C(CC1Oc2ccccc2NC1=O)NCc1ccccc1 (stereo unspecified)	-1	-2	2	i	-2	23	-23	-7	-4	2
O=C(COC(=O)c1ccc(NS(=O)(=O)c2ccc3c(c2)OCCO3)cc1)NC1CC1	-14	0	1	i	2	28	-7	0	-5	2
COc1ccccc1N1CCN(C(=O)c2noc(C)c2[N+](=O)[O-])CC1	7	-7	-13	i	-2	7	-19	-1	10	/
Nc1cc(N)nc(SCC(=O)Nc2ccc3c(c2)OCO3)n1	36	8	0	i	1	-1	-2	-2	1	0
Cc1cc(C)c2c(n1)SCC(=O)N2CC(=O)Nc1cccc(Cl)c1	-7	-3	7	/	2	17	49	8	31*	0
CC(=O)Nc1ccc(-c2csc(NC(=O)C3=COCCO3)n2)cc1	7	2	-115	i	3	11	/	/	/	-2
CCOC(=O)C(CCCCP(=O)(c1ccccc1)c1ccccc1)(NC(C)=O)C(=O)OCC	1	-4	7	i	-3	7	-2	-2	6	-2
O[C@H]1COC2C1OC[C@@H]2O (stereo partly specified)	-4	-4	27	i	6	25	-23	-2	-2	/
CC(NS(=O)(=O)c1ccccc1)C(=O)Nc1nccs1 (stereo unspecified)	-4	-6	-14	i	-4	17	-19	7	1	0
COc1cc2c(=O)n(CC3CCCO3)c(=O)n(CC(=O)Nc3cccc(Cl)c3)c2cc1OC (stereo unspecified)	29	5	16	i	1	19	-2	4	-2	4
CC[N+](C)(CC)CCC/C(=N/O)C(O)(c1ccccc1)c1ccccc1	0	5	14	i	4	33	5	-6	0	-3
C=CCON1C(=O)C(=O)N(OCC=C)[C@H]2CCCC[C@H]21	-6	1	20	i	-4	1	-2	-4	0	-1

4 consecutive compounds already listed:
SMILES	HSF-1 act	HSF1 inhib	aSyn 5UTR inh	PolyA inhibitor	GSK3beta inhib	AI-2 QS mod	KLF5 inh	IEC-6 tox	HSP90 refold inh	GSK3 alpha inh
CCOC(=O)C(CCCCP(=O)(c1ccccc1)c1ccccc1)(NC(C)=O)C(=O)OCC	1	-4	7	i	-3	7	-2	-2	6	-2
O[C@H]1COC2C1OC[C@@H]2O (stereo partly specified)	-4	-4	27	i	6	25	-23	-2	-2	/
CC(NS(=O)(=O)c1ccccc1)C(=O)Nc1nccs1 (stereo unspecified)	-4	-6	-14	i	-4	17	-19	7	1	0
COc1cc2c(=O)n(CC3CCCO3)c(=O)n(CC(=O)Nc3cccc(Cl)c3)c2cc1OC (stereo unspecified)	29	5	16	i	1	19	-2	4	-2	4

Profiles as entered above. Values in the order: HSF-1 act, HSF1 inhib, aSyn 5UTR inh, PolyA inhibitor, GSK3beta inhib, AI-2 QS mod, KLF5 inh, IEC-6 tox, HSP90 refold inh, GSK3 alpha inh
Results for `CCC(=O)NC(c1cccc([N+](=O)[O-])c1)c1c(OC(C)=O)ccc2ccccc12` (stereo unspecified) = 7, -3, 1, i, 1, -1, -2, 2, 0, -1
Results for `Cc1cc(C)c(S(=O)(=O)N2CCN(C(=O)N3CCCCC3)CC2)c(C)c1` = -1, 2, 4, i, -7, 5, 1, -5, -4, 0
Results for `Cc1ccc(Nc2cc(C)c3c(O)cccc3n2)cc1C` = -57, -56*, -118, i, -3, -16, -91, 4, -2, -1
Results for `C=CCON1C(=O)C(=O)N(OCC=C)[C@H]2CCCC[C@H]21` = -6, 1, 20, i, -4, 1, -2, -4, 0, -1
Results for `COc1ccccc1N1CCN(C(=O)c2noc(C)c2[N+](=O)[O-])CC1` = 7, -7, -13, i, -2, 7, -19, -1, 10, /

The listing continues.
SMILES	HSF-1 act	HSF1 inhib	aSyn 5UTR inh	PolyA inhibitor	GSK3beta inhib	AI-2 QS mod	KLF5 inh	IEC-6 tox	HSP90 refold inh	GSK3 alpha inh
Cc1ccnc(SCCn2c(N3CCN(Cc4ccccc4)CC3)nc3c2c(=O)[nH]c(=O)n3C)n1	7	-7	12	i	1	11	10	3	2	1
Cc1ccc(N(CC(=O)Nc2c(C)n(C)n(-c3ccccc3)c2=O)S(C)(=O)=O)c(C)c1	3	-3	5	i	3	3	-1	1	5	-1
Cc1ccc(NC(=O)N2CCCC2C(=O)Nc2ccc3c(c2)OCO3)cc1 (stereo unspecified)	5	-6	3	i	0	10	-18	-7	2	-1
O=C(c1ccc(C(F)(F)F)cc1)c1c[nH]c(C(=O)NCCCn2ccnc2)c1	17	-1	-10	i	-5	23	-11	2	-10	8
NC(=O)C1CCN(C(=O)c2ccccc2CCc2ccccc2)CC1	19	4	6	i	0	20	-32	-1	-1	-1
CC(C)(C)NC(=O)c1ccccc1NC(=O)c1ccc2c(c1)OCO2	13	-4	9	i	1	16	-9	1	4	0
CCCn1nc(C(=O)Nc2cccc(C(=O)OC)c2)c2ccccc2c1=O	36	4	5	i	-1	28	-24	5	0	-2
COc1cc(C(=O)NCc2ccco2)c(Br)c(OC)c1OC	2	-1	-12	i	0	19	-17	-3	-2	0
Cc1ccc(S(=O)(=O)CCSc2cccc(C(=O)O)c2)cc1	2	-9	-11	i	-1	22	-20	-1	-3	3
Cc1cc(C(=O)N2CCN(C(c3ccccc3)c3ccccc3)CC2)no1	10	-1	-16	i	-2	7	-9	-5	-3	0
CCOc1ccc(N2CC(C(=O)Nc3ccc(F)cc3F)CC2=O)cc1 (stereo unspecified)	1	7	5	i	1	1	1	6	2	0
CCc1ccc(NC(=O)C(=O)NCCOc2ccccc2Cl)cc1	-9	2	-14	i	1	12	-8	0	0	0
O=C(Nc1ccc(O)c(C(=O)O)c1)c1cccc(NC(=O)c2ccco2)c1	-28	-12	17	i	1	19	-19	-8	3	0
O=C(NCc1ccc2c(c1)OCO2)c1ccc(Cl)s1	-2	5	-28	i	-2	-26	-20	10	-4	0
CN(C)CCCNc1nc(-c2ccccc2)c2c(c1C#N)CC(C)(C)OC2	1	0	-27	i	-4	4	-40	-3	-1	-4
Cc1ccc2nc3c(cc(C(=O)NCc4ccco4)c(=N)n3Cc3ccco3)c(=O)n2c1	33	33	-10	i	6	35	-10	-10	-5	0

Printed as active in aSyn 5UTR inh, of those listed so far:
canonical_smiles	HSF-1 act	HSF1 inhib	aSyn 5UTR inh	PolyA inhibitor	GSK3beta inhib	AI-2 QS mod	KLF5 inh	HSP90 refold inh	GSK3 alpha inh
Cc1ccc(-c2csc3nc4c5ccccc5c(NCCCN(C)C)nn4c(=O)c23)cc1	20	16	116*	i	-2	14	1	7	18
